VIM-2 inh = blocks Pseudomonas aeruginosa VIM-2 metallo-beta-lactamase. purified VIM-2, nitrocefin hydrolysis, epi-absorbance fluorescence. inhibition, % at 5.6 µM. actives 0.89% (n = 290,000). AID 1527;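 active = inhibition above the mean of all tested compounds plus 3 SD, cutoff set per screening run, cut at about 7.5% in these data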;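 note: red hydrolysis product quenches plate fluorescence so inhibitors raise well fluorescence; 0% = enzyme with DMSO and 100% = DMSO without enzyme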
GalR3 antag = blocks the human galanin receptor 3; HEK293 GalR3-CNG cAMP membrane potential fluorescence; galR3 body fused to GalR1 C-terminus; inhibition, % at 3 µM; AID 651719; actives 0.44% (n = 360,000);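 active = inhibition above the screen-wide average plus 3 SD, cut at about 13% in these data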;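 note: forskolin and galanin both at EC90 stimulate the cells; cAMP rise reported by CNG channel membrane potential dye signal; 0% = forskolin plus galanin with DMSO and 100% = forskolin alone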
Target sequence (O60755 1-299 limits assumed): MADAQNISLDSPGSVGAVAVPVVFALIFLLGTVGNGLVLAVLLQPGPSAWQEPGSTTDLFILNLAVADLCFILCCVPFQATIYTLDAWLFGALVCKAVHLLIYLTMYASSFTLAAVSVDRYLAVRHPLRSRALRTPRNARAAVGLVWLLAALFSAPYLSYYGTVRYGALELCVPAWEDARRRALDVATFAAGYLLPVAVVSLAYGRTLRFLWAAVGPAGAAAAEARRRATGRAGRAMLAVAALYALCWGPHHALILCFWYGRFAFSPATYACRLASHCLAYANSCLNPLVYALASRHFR
GPR7 antag = blocks human GPR7 receptor signaling; P48145; GPR7-expressing cells, fluorescence antagonist assay; inhibition, % at 4.4 µM; actives 1.1% (n = 290,000); in the data active = inhibition above about 16%, passing the limit was not always enough;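 note: cells stimulated with the agonist NPW; 0% = agonist with vehicle and 100% = vehicle without agonist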
IMP-1 inh = blocks Pseudomonas aeruginosa IMP-1 metallo-beta-lactamase. purified IMP-1, nitrocefin hydrolysis, epi-absorbance fluorescence. inhibition, % at 5.6 µM. actives 0.45% (n = 290,000). AID 1556;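 active = inhibition above the mean plus 3 SD of all compounds in the same screening run, cut at about 4.5% in these data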;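 note: 0% = IMP-1 with DMSO and 100% = DMSO wells lacking enzyme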
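Material – recombinant IMP-1 enzyme, purified · Amount – IMP-1 0.2 nM before substrate addition · Medium – HEPES buffer pH 7.1 with ZnSO4 and Brij 35 · Timing – 25 °C, 15 min preincubation, 25 min reaction · Measured by – plate fluorescence quenching by hydrolysis product, ex 480/em 530 nm · Read-out – percent enzyme inhibition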
V1R ag counter = counter-screen for oxytocin receptor agonists: human V1a receptor agonists; CHO-V1R cells, Fluo-8 calcium fluorescence, agonist mode; 0% DMSO, 100% 3 nM vasopressin; activation, % at 3 µM; actives 0.25% (n = 320,000); AID 2797;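 active = activation above the mean activation of all tested compounds plus 3 SD, per screening run, cut at about 20% in these data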;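 note: signal is peak over basal fluorescence ratio across a 100 second FLIPR read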
OXTR agonist = human OXTR agonism; activation, % at 3 µM; actives 0.32% (n = 320,000); CHO-OTR cells, Fluo-8 calcium fluorescence; normalized: DMSO 0%, oxytocin 100%;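 active = activation above the mean of all tested compounds plus 3 SD, cutoff set per screening run, cut at about 20% in these data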;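 note: peak over basal fluorescence ratio from a 100 s FLIPR kinetic read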
Target sequence (P30559 whole entry, looked up): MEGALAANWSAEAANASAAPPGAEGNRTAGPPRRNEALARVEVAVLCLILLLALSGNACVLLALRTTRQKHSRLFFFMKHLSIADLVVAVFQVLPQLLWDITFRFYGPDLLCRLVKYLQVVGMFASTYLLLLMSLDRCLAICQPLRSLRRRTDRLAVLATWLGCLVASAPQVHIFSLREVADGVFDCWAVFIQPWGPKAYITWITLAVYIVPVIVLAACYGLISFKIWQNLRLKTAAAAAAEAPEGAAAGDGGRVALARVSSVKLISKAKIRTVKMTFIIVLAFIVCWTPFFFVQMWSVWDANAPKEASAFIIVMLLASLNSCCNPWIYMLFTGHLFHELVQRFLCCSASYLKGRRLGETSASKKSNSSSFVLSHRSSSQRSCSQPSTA
FID counter = displaces DNA intercalator in HCV helicase counter-screen; inhibition, % at 7.9 µM; actives 0.17% (n = 290,000); DNA fluorescent intercalator displacement, fluorescence; in the data active = inhibition above about 37%;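 note: 0% = vehicle and 100% = reference compound; higher means more ethidium bromide displaced from hairpin DNA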
PHOSPHO1 inh = blocks human PHOSPHO1 phosphatase activity | Q8TCT1 | recombinant PHOSPHO1, absorbance phosphatase assay | inhibition, % at 13.3 µM | actives 1.1% (n = 290,000) | AID 1565; in the data active = inhibition above about 60%
Target sequence (Q8TCT1 whole entry, looked up): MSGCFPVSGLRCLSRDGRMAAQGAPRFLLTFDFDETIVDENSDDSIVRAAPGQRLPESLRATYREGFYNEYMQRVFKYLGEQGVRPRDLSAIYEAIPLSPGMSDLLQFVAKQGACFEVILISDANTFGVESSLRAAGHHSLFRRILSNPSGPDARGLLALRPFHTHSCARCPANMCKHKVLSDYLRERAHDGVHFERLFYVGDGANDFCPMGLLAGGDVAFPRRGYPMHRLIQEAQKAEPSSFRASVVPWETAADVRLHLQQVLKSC
NS3 helicase inh = blocks Hepatitis C virus NS3 helicase unwinding | actives 0.56% (n = 290,000) | NS3 helicase DNA unwinding, Cy5 molecular beacon fluorescence | inhibition, % at 10.9 µM;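 active = inhibition above the mean of all tested compounds plus 3 SD, set per campaign, cut at about 35% in these data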;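 note: 0% = DMSO wells and 100% = thioflavine S control wells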
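Material: hepatitis C virus NS3 helicase domain fragment enzyme; measured by: Cy5 fluorescence, 0 and 60 min reads; control set: DMSO and thioflavine S; incubation: 60 min unwinding reaction at 25 °C after ATP addition; read-out basis: % inhibition from 60/0 min fluorescence ratio, DMSO 0%, thioflavine S 100%; repeats: singlicate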
Starred values were filed as active, the others as inactive; . = no result given.

Molecule,VIM-2 inh,GalR3 antag,GPR7 antag,IMP-1 inh,V1R ag counter,OXTR agonist,FID counter,PHOSPHO1 inh,NS3 helicase inh
CC(C)=CC(=O)Nc1ccc(S(=O)(=O)Nc2ccccn2)cc1,-2.0,1.5,-10.3,-3.4,-0.4,0.4,-2.5,20.6,-1.5
COc1cc(Cl)c(S(=O)(=O)N2CCN(Cc3ccc4c(c3)OCO4)CC2)cc1Cl,-1.9,4.2,-13.2,-3.1,0.6,-0.8,-8.8,-0.6,-15.9
Cc1ccc(-n2nnnc2CS(=O)(=O)c2ccccc2)c(C)c1,-2.6,0.1,-3.6,-1.9,1.2,1.0,-16.8,32.7,6.0
CCSC(=O)CCCCCCCCCCCO,-5.6,3.1,0.3,-1.5,0.3,0.3,-13.1,24.4,1.7
Cc1ccccc1Cn1nc(C)c(NC(=O)C2c3ccccc3Oc3ccccc32)c1C,-4.6,4.6,-3.6,-2.4,3.0,4.1,-7.4,-37.0,-0.5
COc1ccc(/C=C\C(=O)c2c(O)ccc3c(C)cc(=O)oc23)cc1,-2.5,-0.4,1.1,-4.8,1.0,-0.7,-3.2,5.5,-7.1
CCc1ccccc1N(CC(=O)NC1CCCCC1)C(=O)CNC(=O)c1ccco1,-7.1,-1.0,3.8,-2.5,-0.4,-0.1,-37.2,31.9,10.7
CC(C)(C)NC(=O)c1ccc2c(c1)N(CC(=O)N1CCN(c3ccccc3F)CC1)C(=O)C(C)(C)O2,-3.9,-4.1,-2.5,-2.7,-0.6,-1.1,-25.8,-3.0,-4.2
CCOc1cc(S(=O)(=O)n2nc(C)cc2C)ccc1Br,-2.6,-9.2,-9.4,-1.0,0.8,1.3,-13.0,5.5,7.1
COC(=O)c1[nH]c2cccc(OC)c2c1NC(=O)CN1CC2(C)CC1CC(C)(C)C2 (stereo unspecified),-2.6,-2.6,13.1,0.4,0.6,-0.4,-7.6,-20.7,-0.4
Cc1cc(CCC(=O)O)c(C)cc1CCC(=O)O,-0.3,-1.8,-5.4,-3.6,0.5,0.6,-2.1,5.2,6.7
CCN(CC)c1ccc(Nc2nc(-c3cccnc3)cs2)cc1,3.6,-11.5,0.7,-2.8,-0.2,-1.9,-6.1,-15.4,-6.3
CCCCCOc1ccc(C(=O)OC(C)C(=O)NCc2ccco2)cc1 (stereo unspecified),-0.1,0.2,-6.5,-1.3,0.3,-0.8,-30.3,1.0,14.0
Cc1ccnc(NS(=O)(=O)c2ccc(NS(=O)(=O)c3cccs3)cc2)n1,-0.3,1.6,6.6,-0.9,0.7,0.5,0.0,-26.0,3.9
COCCC1CCCCN1C(=O)c1cccc(OC2CCN(C3CCCC3)CC2)c1 (stereo unspecified),0.0,-6.1,-15.8,-0.1,1.1,1.5,1.9,48.2,-6.8
N/C(=N\c1nc2ccccc2o1)NC(=O)c1ccc(Cl)cc1,0.4,-2.9,-10.6,-2.2,0.5,2.1,4.9,-0.9,-3.9
CCN(CC)CCNC(=O)c1cc2cc3ccc(OC)cc3nc2o1,0.1,-12.2,3.0,0.3,0.4,0.3,5.1,24.2,9.6
Cc1ccc(N/C(N)=N/c2nc(C(F)(F)F)cc(C(F)(F)F)n2)cc1,-1.6,-7.6,-13.3,-2.3,-0.4,-0.8,-1.7,20.4,-7.2
O=C(CN1CCCCC1)NC(=O)NC1CCCC1,-4.7,-3.3,6.2,-1.9,0.5,-0.4,0.7,-2.1,-4.9
CC(=O)Nc1ccc(C(=O)CSc2nnc(Cc3ccccc3)o2)cc1,-1.2,-4.6,11.6,-2.2,2.7,3.5,-7.1,19.1,-9.8
COc1ccc(Cl)cc1S(=O)(=O)N1CCC(C(=O)N2CCOCC2)CC1,0.3,-0.5,0.9,0.1,-0.1,0.8,-20.9,41.8,-4.9
Cc1ccc(SCCC(=O)N/N=C/c2cccnc2)cc1,-4.5,-3.0,-5.3,-2.4,2.0,0.4,-13.1,31.9,2.6
O=C(CSc1nc2ccccc2[nH]1)c1ccco1,-2.7,-2.8,-5.4,-2.9,1.4,0.1,2.1,42.8,4.6
CCc1cc(-c2n[nH]c(=S)n2Cc2ccccc2)cs1,-3.9,-7.6,-1.7,-6.4,-1.0,-1.3,-24.3,92.4*,5.5
O=c1cc(-c2ccc(F)cc2)[nH][nH]1,-1.0,-10.3,-10.2,-2.3,1.9,1.6,-7.5,-3.4,3.5
O=C(Nc1nc(-c2cccs2)cs1)c1ccco1,0.0,-6.5,-12.1,0.6,-1.4,-2.8,4.5,-43.4,0.5
COc1ccc(C(=O)Nc2nc3ccccc3[nH]2)cc1,-2.0,-7.8,-11.8,-2.5,2.7,2.4,-7.6,14.6,0.0
CC(O)c1nc2c(c(=O)n(C)c(=O)n2C)n1C (stereo unspecified),1.4,-6.7,6.0,0.8,0.5,0.8,-2.8,23.1,19.2
COC(=O)c1c(NC(=O)CSc2nc3ccccc3c(=O)n2-c2ccccc2)sc(C)c1C,2.3,-4.3,9.5,0.2,0.8,1.2,-20.4,0.8,48.2*
NC(=O)CSc1nc2c(c(=O)n1-c1ccccc1)C1(CCCCC1)Cc1ccccc1-2,-3.3,-3.7,-4.9,-2.8,0.1,-1.1,-3.7,-0.8,6.6
CC(C)C(C(=O)NCc1ccco1)N(CC1CCCO1)C(=O)CNS(=O)(=O)c1ccccc1 (stereo unspecified),0.0,-3.6,-17.9,-3.0,-1.2,-0.6,-23.3,38.7,-1.7
COC(=O)Cc1c(C)c2cc(Cl)c(OC(=O)c3ccco3)cc2oc1=O,-0.2,-2.8,-5.9,-3.1,5.1,3.5,-3.2,11.7,9.4
C=CC(c1ccccc1)C(C(=O)c1ccccc1)N(C)C (stereo unspecified),-2.2,-5.5,-21.8,-0.9,.,.,-1.4,16.5,11.1
CCCn1c(=N)c(S(=O)(=O)c2ccc(F)cc2)cc2c(=O)n3cccc(C)c3nc21,12.7*,1.7,-4.2,-1.4,-0.7,0.1,-4.2,7.5,19.1
COc1ccc(-c2noc(CN(C(=O)c3cccs3)C(C)C)n2)cc1,-1.4,-2.4,-14.2,-2.2,-0.8,-2.0,-23.0,-108.6,7.2
O=C(c1ccc(Cl)cc1)C1CCCN(Cc2cnn(-c3ccccc3)c2)C1 (stereo unspecified),0.9,-6.2,1.1,-0.2,6.6,6.8,19.5,17.7,-49.0
COc1ccc(CCNC(=O)CN(CCc2ccccc2)S(C)(=O)=O)cc1OC,-1.9,-0.7,-9.9,-2.9,-0.8,-1.0,-14.4,6.2,4.9
O=c1[nH]c(-c2cccnc2)nc2sc(-c3ccccc3)cc12,-1.7,-1.2,0.6,-1.3,1.2,0.0,0.2,16.6,-4.3
CC(=O)N=c1c(C#N)cc2c(=O)n3ccccc3nc2n1CCCOC(C)C,1.0,-1.9,-9.3,-0.8,0.3,-0.4,-10.8,6.1,25.8
Cc1cc(N2CCCC2=O)ccc1S(=O)(=O)NC1CCCCC1,0.8,-5.4,-8.3,-3.1,5.5,6.3,-18.1,10.3,1.7
COc1ccc(OC)c(CNC(=O)C2CCCN(S(=O)(=O)N3CCC(C)CC3)C2)c1 (stereo unspecified),-1.5,0.3,-8.1,-1.8,-1.1,-3.0,-38.5,-24.9,0.4
COc1ccc(CC(=O)Nc2nc(-c3ccc(OC)c(OC)c3)cs2)cc1OC,-2.2,-8.8,-4.1,-3.5,9.0,9.5,-41.5,15.1,-25.7
Cc1cccc(-c2n[nH]c(=S)n2Cc2ccccc2)c1,-2.1,-5.6,-9.8,-1.5,-0.6,0.0,-20.5,3.4,3.0
CC(=O)c1ccc(NC(=O)CCC(=O)OCC(F)(F)C(F)F)cc1,-1.2,-6.3,5.5,-1.2,-0.4,0.8,-0.4,-16.9,-0.8
Cc1ccc2nc(-c3ccncc3)[nH]c2c1,-0.6,6.5,-16.4,-1.8,-0.5,-1.2,-0.7,40.1,-3.6
CC1Cc2ccccc2N1C(=O)COC(=O)Cn1cnc2ccccc2c1=O (stereo unspecified),-1.6,-3.9,-19.1,0.4,-0.1,-1.1,-7.1,3.4,2.3
COc1ccccc1CC(NC(C)=O)C(=O)NC1CCN(S(=O)(=O)c2ccccc2)CC1 (stereo unspecified),-2.4,-3.5,-10.3,0.8,.,.,-27.9,26.6,7.7
O=C1OCC(CO)(CO)N=C1NNc1ccccc1[N+](=O)[O-],-3.6,-4.3,-18.6,-4.4,0.9,2.1,0.9,14.7,2.3
CC(=O)Nc1ccc(NC2CCCCC2NS(=O)(=O)c2ccccc2)cc1 (stereo unspecified),-2.0,-2.6,-16.6,-3.5,-0.4,-0.1,-22.1,33.2,5.7
CN(C)c1nc(N)nc(CSc2nnnn2-c2cccc3ccccc23)n1,-6.1,-6.5,13.7,-2.1,5.2,7.5,-6.5,-14.2,9.7
CCC1=C(OC(=O)N(CC)CC)N2C(=O)OC(=NCc3ccccc3)[C@]2(C)[C@H]2C1=CC[C@H]1C(=O)N(CC)C(=O)[C@H]12,.,-1.9,.,.,-1.9,-1.8,.,22.1,.
COc1cc2c(cc1OC)C(C)N(C(=O)c1cccc([N+](=O)[O-])c1)CC2 (stereo unspecified),-2.1,-0.4,-18.0,-3.9,0.6,-0.8,-15.8,-20.5,9.6
O=C(CSc1nc2ccccc2n1CC(=O)N1CCCCC1)N1CCCCC1,0.4,2.1,-12.1,0.3,-0.3,-0.7,-15.2,14.9,-4.5
CC(C)CNC(=O)/C(C#N)=C1\N=C(NC(=O)c2ccco2)c2ccccc21,6.5,-5.7,-8.8,1.1,2.7,1.1,-11.2,50.7,1.1
CCCN1Cc2cccc(C(=O)N3CCN(c4ccc(OC)cc4)CC3)c2C1=O,-1.2,-3.5,-12.1,-0.7,0.0,-0.2,-15.2,19.1,-3.6
CC(C)(C)N1C(=O)c2ccc(C(=O)NCc3ccco3)cc2C1=O,-0.6,-2.4,2.7,-2.3,-0.6,-1.5,-17.9,31.0,16.6
CC1(C)Cc2c(sc(NC(=O)C(=O)NCC3CCCO3)c2C(=O)O)CO1 (stereo unspecified),-1.5,-8.4,-1.3,-2.3,0.0,-0.7,-31.1,16.9,3.3
CN1CCC(N(C)C(=O)COc2ccccc2-c2ccccc2)CC1,-2.8,-6.8,9.6,-2.2,-0.6,0.8,11.9,2.7,-0.4

Single records, as listed above. Order of values: VIM-2 inh	GalR3 antag	GPR7 antag	IMP-1 inh	V1R ag counter	OXTR agonist	FID counter	PHOSPHO1 inh	NS3 helicase inh
CN(C)c1nc(N)nc(CSc2nnnn2-c2cccc3ccccc23)n1 is entered as -6.1	-6.5	13.7	-2.1	5.2	7.5	-6.5	-14.2	9.7
O=C(CSc1nc2ccccc2n1CC(=O)N1CCCCC1)N1CCCCC1 is entered as 0.4	2.1	-12.1	0.3	-0.3	-0.7	-15.2	14.9	-4.5
